Source: PubChem (Sanford-Burnham Center for Chemical Genomics)
Apaf1 inhib – human Apaf-1 inhibition; inhibition, % at 20 µM; 330,000 compounds, 0.71% hits; reconstituted apoptosome caspase-3 activity, DEVD-Rh110 fluorescence; O14727; active means inhibition of at least 40% at 20 µM;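 further: plate controls were DMSO wells for no effect and DEVD-CHO caspase inhibitor wells for full effect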
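Assay system: Apoptosome proteins | Medium: pH 7.5 Hepes buffer with CHAPS, BSA, DTT | Also added: Cytochrome c and DEVD-Rh110 substrate | Times: 30 min plus 50 min, RT | Detection: Rhodamine 110 fluorescence at Ex 480/Em 540 nm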
SENP8 block-1 – SENP8 protease inhibition; Q96LD8; purified SENP8, Z-RLRGG-aminoluciferin cleavage, luminescence; inhibition, % at 10 µM; 330,000 compounds, 1.2% hits; AID 2540; in the data active means inhibition above about 50%
SENP7 block – blocks the human protease SENP7; Q9BQF6; recombinant SENP7, Z-RLRGG-aminoluciferin luminescence, 40 min; inhibition, % at 5 µM; 330,000 compounds, 1.5% hits; AID 434973;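 active means inhibition above about 50% at the single test dose, limit read from the data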;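 further: plate controls were DMSO with enzyme for no effect and no enzyme buffer wells for full effect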
SENP6 block – SENP6 protease inhibition | Recombinant SENP6 catalytic domain, aminoluciferin luminescence | Q9GZR1 | 330,000 compounds, 1.8% hits | inhibition, % at 10 µM | AID 2599;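 active means inhibition above about 50% at the single tested dose, limit read from the data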;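 further: plate controls were DMSO wells with enzyme for no effect and DMSO wells lacking enzyme for full effect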
SENP8 block-2 – SENP8 (human) protease inhibition; Q96LD8; recombinant SENP8, Nedd8 substrate fluorescence; inhibition, % at 20 µM; 360,000 compounds, 0.64% hits; AID 602440; in the data active means inhibition mostly above about 40%, no sharp cut-off; inactive means mostly below about 27%
UBC13 inh – human UBC13 polyubiquitination inhibition | inhibition, % at 20 µM | 330,000 compounds, 0.47% hits | UBC13 polyubiquitin chain formation, TR-FRET | P61088 | AID 485273; in the data active means inhibition above about 45%, passing the limit was not always enough
Target sequence (P61088 whole entry, looked up): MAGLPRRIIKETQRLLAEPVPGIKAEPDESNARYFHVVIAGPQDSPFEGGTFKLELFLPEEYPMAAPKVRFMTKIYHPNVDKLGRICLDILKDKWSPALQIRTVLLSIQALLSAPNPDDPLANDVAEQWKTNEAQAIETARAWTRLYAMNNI
APOBEC3G inh – blocks human APOBEC3G single-stranded DNA deamination; recombinant A3G, ssDNA deamination FAM/TAMRA fluorescence; 330,000 compounds, 0.28% hits; AID 493012; inhibition, % at 20 µM;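 active means inhibition of at least 40% at 20 µM, with no more than 30% in the related APOBEC3A deaminase screen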;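 further: plate controls were DMSO wells with A3G for no effect and wells lacking A3G enzyme for full effect; some compounds called inactive have numbers as strong as hits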
Target sequence (Q9HC16 whole entry, looked up): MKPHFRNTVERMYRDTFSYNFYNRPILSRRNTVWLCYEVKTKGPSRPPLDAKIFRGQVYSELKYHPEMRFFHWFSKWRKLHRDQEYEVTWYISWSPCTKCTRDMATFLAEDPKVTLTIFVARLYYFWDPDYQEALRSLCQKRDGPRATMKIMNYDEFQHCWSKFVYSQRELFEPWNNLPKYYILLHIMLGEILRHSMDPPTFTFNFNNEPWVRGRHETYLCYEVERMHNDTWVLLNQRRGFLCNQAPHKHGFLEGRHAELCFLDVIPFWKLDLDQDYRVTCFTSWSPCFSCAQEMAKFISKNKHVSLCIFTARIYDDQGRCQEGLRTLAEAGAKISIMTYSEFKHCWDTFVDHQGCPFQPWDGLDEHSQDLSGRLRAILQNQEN
SENP1 FRET inh – inhibitors of human SENP1 SUMO protease catalytic domain; Q9P0U3; recombinant SENP1 catalytic domain, CyPet-SUMO1-YPet FRET cleavage; inhibition, % at 10 µM; 360,000 compounds, 0.21% hits; AID 624204;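 active means inhibition at least 30% at 10 µM, raw YFP signal under a set limit, fluorescence ratio 0.5 to 1.5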;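 further: 0% = enzyme with DMSO and 100% = no enzyme wells; some results filed as inactive read as strong as hits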
Target sequence (Q9P0U3 419-644 limits assumed): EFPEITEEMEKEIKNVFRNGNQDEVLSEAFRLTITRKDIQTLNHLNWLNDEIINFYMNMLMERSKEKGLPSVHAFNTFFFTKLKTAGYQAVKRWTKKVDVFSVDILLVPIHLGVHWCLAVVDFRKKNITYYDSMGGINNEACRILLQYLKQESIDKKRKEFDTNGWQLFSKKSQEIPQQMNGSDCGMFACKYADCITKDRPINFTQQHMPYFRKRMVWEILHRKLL
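System: Recombinant human SENP1 catalytic domain, His6-tagged | Incubation: Enzyme reaction for 50 min at room temperature, dark | Medium: Tris pH 8 with BME, BSA, NP40 and catalase | Also added: 25 nM SUMO1 FRET substrate | Compound: 10 µM single point, 0.5% DMSO | Measured by: FRET fluorescence in CFP and YFP emission channels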
An asterisk follows results filed as active.

SMILES	Apaf1 inhib	SENP8 block-1	SENP7 block	SENP6 block	SENP8 block-2	UBC13 inh	APOBEC3G inh	SENP1 FRET inh
O=C(NCc1ccc2c(c1)OCO2)c1ccc2c(=O)n(C3CCCC3)c(=O)[nH]c2c1	8	-13	-5	-10	-142	12	-5	-1
CN1CCN(S(=O)(=O)c2ccc(N(C)Cc3ccc(OC(F)F)cc3)c([N+](=O)[O-])c2)CC1	14	-10	9	1	15	-2	-7	0
O=C(c1ccc2c(=O)n3c(nc2c1)CCCCC3)N1CCN(c2ccc([N+](=O)[O-])cc2)CC1	18	4	6	4	30	-13	3	-6
COc1cnn(Cc2ccccc2)c(=O)c1SCc1ccccc1	-9	-2	5	1	0	1	-1	0
O=C(O)c1ccccc1-c1ccccc1C(=O)Nc1ccc(-c2nc3cc(Cl)ccc3o2)cc1	6	20	13	25	-396	4	-4	-1
Cc1ccc(C)c(N(CC(=O)NCC2CCCO2)C(=O)CCC(=O)Nc2nccs2)c1 (stereo unspecified)	-1	0	1	9	-3	8	-9	1
O=C1c2ccccc2C2(c3ccc(F)cc3)NCCN12 (stereo unspecified)	7	-12	-3	4	5	-8	-6	0
Cc1occc1C(=O)NNC(=S)Nc1ccccc1	-7	3	2	14	12	12	-6	2
Nc1cc(N2CCOCC2)c(Cl)cc1[N+](=O)[O-]	-17	7	-3	7	37	-20	-10	1
COc1ccc(CN2CCC(n3nccc3NC(=O)C3CC3)CC2)c(OC)c1OC	-3	-3	6	-17	14	0	-5	0
COC(=O)c1cc(=O)nc2sc(-c3ccccc3)nn12	-8	-1	4	-3	-15	4	-4	-1
CCOC(=O)N1CCN(C(=O)c2cc(C)no2)CC1	2	-14	-18	1	6	4	-15	1
O=[N+]([O-])c1ccc(-n2ccnc2)cc1	-22	-7	-2	-5	-8	-6	-9	3
CCOC(=O)c1c(NC(=O)CSc2nnnn2-c2ccccc2)sc2c1CC(C)(C)NC2(C)C	24	-1	-10	-12	-3	13	-7	-6
Cc1ccc(-c2csc(-c3ccncc3)n2)cc1	5	-6	13	27	-117	16	-7	1
COC(=O)Cn1cnc2sc(C)c(S(=O)(=O)N3CCC(C)CC3)c2c1=O	-2	-1	-2	-11	17	1	0	0
CN(C)S(=O)(=O)c1ccc(C(=O)NCCC(=O)N2CCCC2)cc1	-8	-7	-7	-4	4	-5	-5	2
COc1ccc2c(c1)[nH]c1c(=O)n(CCC3=CCCCC3)cnc12	5	0	4	20	14	12	-4	-1
Cc1cc(C)c(S(=O)(=O)c2ccccc2)c(OC(=O)c2ccc(Cl)cc2Cl)n1	9	7	0	9	-35	-1	1	1
Cc1cc(C)c(NC(=O)/C(C#N)=C/c2ccc(OCc3ccc(F)cc3)cc2)c(C)c1	13	-4	8	-7	12	1	7	-4
COc1cccc(CN2CCN(C3CCN(c4ccccc4C)CC3)CC2CCO)c1 (stereo unspecified)	0	2	8	-1	8	-1	-1	0
Cc1cccc(NC(=O)CSc2n[nH]c(-c3ccncc3)n2)c1	1	4	4	5	-4	-4	-5	1
COCCCNC(=O)C1CCN(S(=O)(=O)c2c(C)noc2/C=C\c2ccc(OC)cc2)CC1	1	-10	-6	-3	-75	-16	-5	1
COc1ccc(C2CCCCCN2Cc2nc3ccccc3c(=O)n2CC(N)=O)cc1 (stereo unspecified)	14	-6	-5	-5	0	3	-4	-7
NNC(=O)c1cc(Cl)ccc1Cl	-1	3	7	3	3	6	-7	1

A draw from above in order of SMILES length, lowest first.
SMILES	Apaf1 inhib	SENP8 block-1	SENP7 block	SENP6 block	SENP8 block-2	UBC13 inh	APOBEC3G inh	SENP1 FRET inh
NNC(=O)c1cc(Cl)ccc1Cl	-1	3	7	3	3	6	-7	1
Cc1ccc(-c2csc(-c3ccncc3)n2)cc1	5	-6	13	27	-117	16	-7	1
O=C1c2ccccc2C2(c3ccc(F)cc3)NCCN12 (stereo unspecified)	7	-12	-3	4	5	-8	-6	0
COc1cnn(Cc2ccccc2)c(=O)c1SCc1ccccc1	-9	-2	5	1	0	1	-1	0
Cc1cccc(NC(=O)CSc2n[nH]c(-c3ccncc3)n2)c1	1	4	4	5	-4	-4	-5	1
COc1ccc2c(c1)[nH]c1c(=O)n(CCC3=CCCCC3)cnc12	5	0	4	20	14	12	-4	-1
CN(C)S(=O)(=O)c1ccc(C(=O)NCCC(=O)N2CCCC2)cc1	-8	-7	-7	-4	4	-5	-5	2
COc1cccc(CN2CCN(C3CCN(c4ccccc4C)CC3)CC2CCO)c1 (stereo unspecified)	0	2	8	-1	8	-1	-1	0
COc1ccc(CN2CCC(n3nccc3NC(=O)C3CC3)CC2)c(OC)c1OC	-3	-3	6	-17	14	0	-5	0
COC(=O)Cn1cnc2sc(C)c(S(=O)(=O)N3CCC(C)CC3)c2c1=O	-2	-1	-2	-11	17	1	0	0
Cc1ccc(C)c(N(CC(=O)NCC2CCCO2)C(=O)CCC(=O)Nc2nccs2)c1 (stereo unspecified)	-1	0	1	9	-3	8	-9	1
Cc1cc(C)c(S(=O)(=O)c2ccccc2)c(OC(=O)c2ccc(Cl)cc2Cl)n1	9	7	0	9	-35	-1	1	1
O=C(NCc1ccc2c(c1)OCO2)c1ccc2c(=O)n(C3CCCC3)c(=O)[nH]c2c1	8	-13	-5	-10	-142	12	-5	-1
O=C(O)c1ccccc1-c1ccccc1C(=O)Nc1ccc(-c2nc3cc(Cl)ccc3o2)cc1	6	20	13	25	-396	4	-4	-1
O=C(c1ccc2c(=O)n3c(nc2c1)CCCCC3)N1CCN(c2ccc([N+](=O)[O-])cc2)CC1	18	4	6	4	30	-13	3	-6
CN1CCN(S(=O)(=O)c2ccc(N(C)Cc3ccc(OC(F)F)cc3)c([N+](=O)[O-])c2)CC1	14	-10	9	1	15	-2	-7	0

Remaining list, next part.
SMILES	Apaf1 inhib	SENP8 block-1	SENP7 block	SENP6 block	SENP8 block-2	UBC13 inh	APOBEC3G inh	SENP1 FRET inh
CCOc1ccc(NC(=O)CN2C(=O)CSc3ccc(S(=O)(=O)N4CCOCC4)cc32)cc1	1	4	2	-4	3	10	-6	3
O=C(COc1ccc(F)cc1Br)NCCCN1CCCC1=O	-11	12	2	-2	-2	11	-7	1
COc1ccc(C2CCN(Cc3cccnc3)CC2O)cc1 (stereo unspecified)	10	-10	-7	-12	-7	-17	-3	-5
CC(C)CC(=O)NC1(C(F)(F)F)C(=O)Nc2c1c(=O)n(C)c(=O)n2C (stereo unspecified)	-14	3	-4	-3	0	0	-3	1
CCCN1C/C(=C/c2ccc3c(c2)OCO3)C(=O)/C(=C/c2ccc3c(c2)OCO3)C1	17	-8	-1	-25	17	-15	-7	-31
O=C(CCC1CCN(Cc2ccccc2Cl)CC1)NC1CC1	5	-10	15	-2	8	-1	-4	1
COc1ccc(NC2=C(Cl)C(=O)N(c3ccccc3)C2=O)c(OC)c1	-3	1	-4	8	31	-11	-4	3
COc1ccc(C2=NOC(Cn3nc(-c4ccccc4C)cc3C(=O)O)C2)cc1 (stereo unspecified)	5	-8	-11	-12	20	-12	-11	2
COc1ccc(N2C(=O)CC(Nc3ccc(F)cc3)C2=O)c([N+](=O)[O-])c1 (stereo unspecified)	7	-6	-12	-2	7	-2	-2	1
C=CCOc1ccc(/C=C/C(=O)OCC(=O)NCCCc2ccccc2)cc1	7	3	-3	11	-7	5	-6	1
CCN(CC(=O)Nc1ccccc1OC)CC(=O)Nc1ccccc1-c1ccccc1	0	1	11	10	11	-8	-8	4
O=S(=O)(Nc1cccc(-n2cnnn2)c1)c1ccccc1	-10	-4	5	-8	10	6	-9	1
CCOC(=O)C1CCN(C(=O)c2[nH]c3ccc(OC)cc3c2C)CC1	7	-1	-7	-22	-54	8	-10	1
COC(=O)c1c(NC(=O)CCN2CCOCC2)sc2c1CCCC2	11	-9	17	2	-62	-4	-9	1
Cc1ccc(C(CCN)c2ccco2)cc1 (stereo unspecified)	9	2	10	2	7	5	-3	-10
COc1ccc(CN2CCNC(=O)C2CC(=O)NC2CCCCCC2)cc1C (stereo unspecified)	-5	0	11	14	-32	-6	-2	-8
COc1cc(Br)cc(CN2CCN(C/C=C/c3ccccc3)CC2)c1O	-2	2	0	-5	21	19	-3	0
Cc1ccc(NC(=O)CN2C(=O)c3ccccc3S2(=O)=O)cc1C	6	-5	7	-2	11	3	1	0
Cn1cc(-c2ccc(Cl)cc2)cc(C#N)c1=O	-6	4	6	8	-388	11	-6	3
CC(C)(C)c1ccc(C(=O)CSc2nc3ccccc3c(=O)[nH]2)cc1	18	-9	-4	-4	4	-3	-6	0
Cc1ccc(S(=O)(=O)N(C)C)cc1NC(=O)CN1CCCC1	3	5	0	-7	-2	10	-6	3
CCn1cc(CCC(=O)NCc2cccc(OC)c2OC)c2ccccc21	8	-13	1	-14	2	-2	-7	0
CCOc1ccc(Oc2ccc(S(=O)(=O)N3CCOCC3)cc2NC(=O)CCNC(C)=O)cc1	9	16	7	-1	3	0	-5	-3
COc1ccc(OC(=O)c2cn(C)nc2C(F)(F)F)cc1	0	-13	7	-25	1	-5	-4	1
CCCN(CC(=O)Nc1ccccc1C)C(=O)COc1c(C)cccc1C	17	-12	-4	-1	26	-16	-1	1
Cc1cccc2cc(CN(CC3CCCO3)S(=O)(=O)c3ccccc3)c(=O)[nH]c12 (stereo unspecified)	2	-3	0	7	-77	0	-2	1
COc1cc(-c2c(NC(=O)c3ccco3)oc3ccccc3c2=O)cc(OC)c1OC	-7	-10	11	-13	-31	-5	-10	2
NC(=O)CSc1nnc(NC(=O)c2ccc(S(=O)(=O)N3CCOCC3)cc2)s1	-5	0	2	2	6	2	-6	2

Record cards, as listed above. Screens in order: Apaf1 inhib	SENP8 block-1	SENP7 block	SENP6 block	SENP8 block-2	UBC13 inh	APOBEC3G inh	SENP1 FRET inh
`CCOc1ccc(Oc2ccc(S(=O)(=O)N3CCOCC3)cc2NC(=O)CCNC(C)=O)cc1` reads 9	16	7	-1	3	0	-5	-3
`O=C(COc1ccc(F)cc1Br)NCCCN1CCCC1=O` reads -11	12	2	-2	-2	11	-7	1
